Source: PubChem (The Scripps Research Institute Molecular Screening Center)
CHRM1 antagonist = human CHRM1 antagonism; P11229; CHO-K1 hM1, Fluo-8 calcium fluorescence, ACh EC80 antagonist; inhibition, % at 3 µM; hit rate 1.3% among 360,000; AID 588852;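 active = percent inhibition above its own plate's cutoff, namely the mean of that plate's compound wells plus 3 SD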;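 also: peak over basal fluorescence ratio during 140 s after agonist addition; 0% = ACh EC80 plus DMSO and 100% = DMSO alone without agonist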
Target sequence (P11229 whole entry, looked up): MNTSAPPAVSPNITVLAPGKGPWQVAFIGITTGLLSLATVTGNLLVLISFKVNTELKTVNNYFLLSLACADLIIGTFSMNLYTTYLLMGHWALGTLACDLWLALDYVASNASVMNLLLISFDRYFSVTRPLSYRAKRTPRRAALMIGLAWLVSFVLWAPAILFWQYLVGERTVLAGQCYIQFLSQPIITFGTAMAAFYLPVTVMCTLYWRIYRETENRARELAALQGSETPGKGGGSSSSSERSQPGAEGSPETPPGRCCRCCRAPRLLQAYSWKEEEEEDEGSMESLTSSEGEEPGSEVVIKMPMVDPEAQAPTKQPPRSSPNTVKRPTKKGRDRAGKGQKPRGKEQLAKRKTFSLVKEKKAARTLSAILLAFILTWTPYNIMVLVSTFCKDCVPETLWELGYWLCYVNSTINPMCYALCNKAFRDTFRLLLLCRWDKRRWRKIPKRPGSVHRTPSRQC
TAAR1 ag = human TAAR1 agonism | Q96RJ0 | CHO RD-HGA16 TAAR1, Fluo-8 calcium fluorescence; vehicle wells 0%, saturating PEA agonist 100% | activation, % at 3 µM | hit rate 0.99% among 360,000;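 active = activation above the mean activation of all test compounds in the run plus 3 SD, cut at about 38% in these data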
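test system = CHO RD-HGA16 cells carrying human TAAR1 plus Gα16 | schedule = 17-24 h seeding, 75 min 37 °C dye, 30 min RT | compound dosing = 3 µM single concentration | control set = DMSO and PEA EC100 | replicates = n 1 | signal = Fluo-8 fluorescence, 5 s baseline then 140 s kinetic read | measure = percent activation vs PEA EC100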
CHO parental Ca = signal in parental CHO cells, OX1R antagonist counter-screen | parental CHO-K1, ATP-induced calcium, Fluo-8 fluorescence | inhibition, % at 5.6 µM | hit rate 0.63% among 330,000;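 active = inhibition above that plate's mean sample inhibition plus 3 SD, cut at about 26% in these data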;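 also: 0% = ATP-challenged DMSO wells and 100% = DMSO wells without ATP; some compounds past the cut are filed as inactive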
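Test system: untransfected parental CHO cell line; also added: ATP stimulus; dosing: 5.6 µM, single dose; signal: calcium-sensitive Fluo-8 fluorescence; measure: percent inhibition of ATP-evoked calcium rise, normalized to controls; benchmarks: low control ATP plus DMSO, high control DMSO only; replication: one well per compound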
M1 PAM parental = nonselective activator or artifact in parental CHO-K1 calcium assay. ATP EC20, Fluo-8 calcium fluorescence; 0% at ATP EC20, 100% at ATP max. activation, % at 3 µM. hit rate 0.02% among 360,000. AID 602247;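 active = activation above the run cutoff, the mean activation of all test compounds plus 3 SD, cut at about 40% in these data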;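 also: peak over basal fluorescence ratio in a 140 s read after ATP addition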
M1 ag parental = M1 agonist counterscreen hit in parental CHO-K1 cells | Fluo-8 calcium fluorescence; scaled to maximal ATP response, vehicle zero | activation, % at 3 µM | hit rate 0.48% among 360,000 | AID 602248; in the data active = activation above about 15%;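 also: untransfected CHO-K1 host cells lacking M1 receptor as counterscreen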
CHO-K1 Ca antag = counter-screen for M1 antagonists: effect in parental CHO-K1 cells. ATP-induced calcium, Fluo-8 fluorescence. hit rate 0.6% among 360,000. inhibition, % at 3 µM;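 active = inhibition above a per-plate cutoff, the plate's mean sample inhibition plus 3 SD, cut at about 24% in these data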;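 also: 0% = DMSO plus EC80 ATP and 100% = DMSO alone without ATP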
TAAR1 antagonist = antagonists of human TAAR1. Q96RJ0. CHO RD-HGA16 TAAR1, Fluo-8 calcium fluorescence, antagonist. inhibition, % at 3 µM. hit rate 1.5% among 360,000. AID 624466;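 active = inhibition above a per-plate cutoff, the mean inhibition of test compounds on that plate plus 3 SD, cut at about 49% in these data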;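 also: 0% = DMSO plus EC80 beta-PEA response and 100% = DMSO alone without agonist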
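Assay system: CHO-derived RD-HGA16 cells stably expressing human TAAR1 plus Gα16. Timing: 140 s kinetic read after compound, 140 s after agonist. Technique: kinetic Fluo-8 calcium fluorescence measurement. Measure: % inhibition of agonist calcium response.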
OXTR potentiate = potentiators of human oxytocin receptor. P30559. CHO-OTR cells, Fluo-8 calcium fluorescence, potentiator mode; 0% = oxytocin EC15, 100% = EC100. activation, % at 3 µM. hit rate 0.061% among 320,000. AID 2445;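 active = activation above that plate's cutoff, the mean activation of tested compounds plus 3 SD, cut at about 6.6% in these data, passing the limit was not always enough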;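 also: 100% uses oxytocin at 75 nM as the full agonist control; some results filed as inactive read as strong as hits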
Target sequence (P30559 whole entry, looked up): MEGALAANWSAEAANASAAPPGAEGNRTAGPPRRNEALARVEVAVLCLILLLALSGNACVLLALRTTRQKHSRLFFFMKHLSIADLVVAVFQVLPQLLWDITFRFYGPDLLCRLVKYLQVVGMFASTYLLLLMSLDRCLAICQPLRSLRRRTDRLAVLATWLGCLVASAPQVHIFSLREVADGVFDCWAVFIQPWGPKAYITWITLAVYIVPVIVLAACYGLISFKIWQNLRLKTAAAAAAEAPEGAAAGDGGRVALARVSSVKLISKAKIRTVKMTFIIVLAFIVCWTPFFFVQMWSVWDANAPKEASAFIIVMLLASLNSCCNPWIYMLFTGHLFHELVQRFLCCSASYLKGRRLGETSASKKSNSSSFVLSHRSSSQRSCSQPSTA
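Measured by – Fluo-8 calcium dye fluorescence · Test system – human OTR in CHO cells · Dosing – one concentration, 3.0 µM compound · Controls – EC15 oxytocin alone as 0%, 75 nM oxytocin as 100% · Evaluation – normalized max/min fluorescence ratio, % activation · Timing – 6 min pre-incubation, 100 s read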
M1 ag = human M1 muscarinic receptor agonism; hit rate 0.33% among 360,000; CHO-K1 hM1, Fluo-8 calcium fluorescence, agonist mode; 0% DMSO, 100% acetylcholine EC100; P11229; activation, % at 3 µM;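 active = activation above the run's mean compound activation plus 3 SD, cut at about 16% in these data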;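 also: peak over basal fluorescence ratio within a 140 s kinetic read after compound addition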
The depositor's hits bear a star; · = no result given. Hits appear at their usual frequency; 4.2% or so of the library scored in one or more.

Sequence of screens – CHO-K1 Ca antag, OXTR potentiate, CHO parental Ca, M1 ag, M1 ag parental, TAAR1 antagonist, M1 PAM parental, CHRM1 antagonist, TAAR1 ag
1. Cc1occc1C(=O)NNC(=O)c1ccccc1[N+](=O)[O-]
  -7.3, -0.3, 6.1, -0.7, 0.5, -7.2, 11.3, -12.4, 1.4
2. Cc1sc2nc(SC(C)C)nc(N)c2c1C
  -1.8, 5.7, -11.3, 2.3, -0.3, -3.1, -6.1, -3.0, 3.3
3. CCOCc1nnc(NC(=O)C2CCN(C(=O)C3CC(=O)N(c4ccc(C)cc4)C3)CC2)s1 (stereo not drawn)
  -11.3, -9.9, 1.6, -11.0, 0.1, -5.8, 1.3, -8.0, -1.7
4. COc1cccc(-c2nc(CS(=O)(=O)CC(=O)Nc3ccc(F)cc3F)c(C)o2)c1
  -11.9, -13.2, -22.5, -1.2, 2.2, -16.4, 16.9, -19.4, -1.4
5. Cc1ccc(-n2c(=O)c3sccc3n(CC(=O)NCc3ccco3)c2=O)cc1
  -5.8, -2.1, -7.4, -2.2, -0.6, -14.5, -0.5, 4.2, 5.7
6. OCCCCNCc1ccc(OCc2ccccc2)cc1
  -7.0, 0.1, -6.8, -8.5, 1.1, -2.8, 5.4, 13.1, 2.5
7. COc1ccc(NC2CCCN(C(=O)CN3CCOC3=O)C2)cc1OC (stereo not drawn)
  2.8, 3.2, -1.7, -1.6, 0.3, -13.8, -9.1, 3.0, 1.2
8. COc1ccc(-n2cc(-c3ccc(Br)cc3)[nH]c2=S)cc1
  -12.5, -2.6, -5.5, -2.6, 0.6, 5.9, 7.8, -4.9, 1.9
9. Cc1cc(C)n2nc(SCCC(=O)NCCc3ccccc3)nc2n1
  -11.2, -0.7, -12.1, -7.9, 6.0, 3.1, -1.1, 6.9, 21.0
10. O=C(COC(=O)Cc1ccc(S(=O)(=O)N2CCOCC2)s1)Nc1ccccc1
  -11.4, -1.3, -3.7, 0.0, 1.8, -10.5, 9.4, -20.5, 5.2
11. O=C(CN(Cc1ccccc1Cl)S(=O)(=O)c1ccc(Cl)cc1)N/N=C/c1ccc(C(=O)O)cc1
  -0.2, ·, ·, -1.1, 0.2, 0.7, -6.3, -13.0, 0.9
12. CN(c1ccccc1)S(=O)(=O)c1ccc(C(=O)Nc2nnc(C3=COCCO3)o2)cc1
  -3.9, -4.5, 2.9, -7.3, -0.3, -0.7, 14.0, -6.3, -0.1
13. CCCn1c(SC(C)C(=O)N2CCOCC2)nc2ccc(Br)cc2c1=O (stereo not drawn)
  6.3, -7.8, -21.4, -3.4, 0.3, -0.9, -17.1, -13.2, -0.5
14. CC(C)NC(=S)Nc1cccc2cnccc12
  -4.9, -2.4, -8.5, -6.1, 1.1, 4.8, 17.8, -7.8, 3.7
15. COc1ccc(N/C(C)=C/C(=S)Nc2ccccc2)cc1
  -7.1, -9.2, -12.2, -4.8, 0.4, -0.4, 17.7, -3.7, 0.5
16. O=C(O)C(c1ccccc1)N1C(=O)c2ccccc2C1=O (stereo not drawn)
  -3.7, -1.5, -4.8, 0.8, -0.2, -4.4, 7.1, -30.3, 0.2
17. Cc1ccc([N+](=O)[O-])cc1S(=O)(=O)Nc1ccc(C(=O)NCC2CCCO2)cc1 (stereo not drawn)
  -8.7, -4.4, -6.8, -3.2, -0.4, 4.4, 6.9, -5.3, 1.7
18. CC/C(=N\NC(=O)c1ccccc1Cl)c1ccc(Br)s1
  3.5, -8.5, -8.8, -3.8, -0.1, 3.6, 8.5, 3.7, -1.4
19. COc1ncccc1-c1nnn(-c2ccc(Cl)nc2)n1
  -5.8, 3.8, -12.8, -5.5, -0.3, 17.3, 7.8, 0.0, 8.9
20. CC(NCC(O)COc1ccc2ccccc2c1)c1ccccc1 (stereo not drawn)
  10.1, -17.9, 9.2, -1.8, 15.7*, 31.6, -13.5, -7.0, 31.3
21. [N-]=[N+]=NC[C@H](Cc1ccccc1)N1CC[C@@H](O)CCC1=O
  12.0, 2.5, -0.2, -3.1, -0.3, 15.1, -12.3, 16.0, 13.8
22. CN(CC(=O)Nc1c(Cl)cccc1Cl)C(=O)CNC(=O)c1ccc2c(c1)OCO2
  0.8, -6.9, -20.6, -1.6, 1.1, -3.6, -1.2, 9.6, -0.3
23. CCc1ccc(OCC(=O)NNC(=S)NC(=O)C2CCCCC2)c(Br)c1
  4.1, -2.3, -4.7, 9.3, 1.7, 42.8, 18.4, -11.4, 79.5*
24. Nc1ccc(NC(=O)c2cccs2)cc1
  -9.2, -9.5, -3.0, -1.1, 1.5, 2.2, 12.8, -6.0, 2.7
25. Cc1[nH]c2ccccc2c1[C@H]1[C@@H](CC#N)C1(C)C
  -11.4, -2.5, -15.6, -6.0, 0.6, 6.2, 19.0, 10.7, 10.1
26. CCC(C(=O)OCC(=O)Nc1ccccc1-c1ccccc1)c1ccccc1 (stereo not drawn)
  -0.2, -6.9, -10.3, -8.3, 0.7, 36.7, 0.7, 5.9, 2.1
27. COc1cccc(N2CCN(C(=O)c3ccccc3SCC(=O)NCc3ccco3)CC2)c1
  -24.4, -6.7, -5.8, -5.0, 4.7, 8.0, 13.0, -10.5, 6.9
28. Cc1ccccc1S(=O)(=O)Cc1ccc(C(=O)NCCCOC(C)C)o1
  5.4, -1.6, -8.0, -2.2, 1.1, 13.6, 13.1, -3.3, 10.8
29. COc1ccc(N2CCN(C(=O)NC3CC(=O)N(c4ccc(OC)cc4)C3)CC2)cc1 (stereo not drawn)
  -5.2, -8.3, -4.9, 1.3, 0.3, -20.1, 4.9, 2.5, 0.1
30. O=C(O)c1cc(N/N=C/C=C/c2ccccc2)ccc1Cl
  -7.5, -8.0, -9.3, -5.2, 1.2, -8.3, 0.8, -0.7, 5.0
31. COc1cc(NC(=O)c2cccc(F)c2)ccc1NC(=O)c1cc2ccccc2o1
  -8.2, -8.3, 6.2, -2.8, 1.0, -4.2, 8.2, 1.0, 0.6
32. CC1CCCCN1CCNC(=O)CC1Oc2ccccc2NC1=O (stereo not drawn)
  -2.0, 4.4, -13.1, -13.3, 0.1, 2.4, 6.7, 35.9*, 0.6
33. Cc1ccccc1NC(=O)CCN1CCN(Cc2ccccc2)CC1
  -15.0, -7.7, -1.3, -5.3, 0.7, 16.5, 21.3, -8.2, -2.2
34. O=C(CCCCCn1c(=S)[nH]c2cc3c(cc2c1=O)OCO3)N1CCN(C2CCCCC2)CC1
  5.4, 1.9, -18.5, -3.8, 1.6, 20.4, -2.6, 36.6*, 7.6
35. COc1ccc(Nc2ccc(C(F)(F)F)cc2[N+](=O)[O-])cn1
  -7.7, -3.5, -5.6, -5.3, -0.2, -28.8, 11.4, -6.3, -0.5
36. CSc1cccc(NC(=O)CSc2ncccc2C(=O)Oc2cccc([N+](=O)[O-])c2)c1
  4.1, -1.1, -3.0, -2.9, 0.9, 8.4, 7.4, -0.5, 2.0
37. Cc1cc(C)n(C(=O)CCC2COc3ccccc3O2)n1 (stereo not drawn)
  14.3, -5.9, -9.7, -0.1, 0.2, -19.1, -8.6, -17.5, -2.3
38. O=C(NC1CCCCC1)C(c1ccc(F)cc1)N(CCCN1CCOCC1)C(=O)c1ccc(CN2CCOCC2)o1 (stereo not drawn)
  0.4, -10.1, -2.6, -6.3, 0.8, 6.5, 7.0, -12.7, 1.2
39. CCOC(=O)C1C(C)N=C2SCC(=O)N2C1c1cccc(Br)c1 (stereo not drawn)
  -5.8, -6.0, -23.0, -3.3, -0.3, 4.2, -1.8, 1.0, 10.5
40. COC(=O)c1ccc(NC(=O)CSc2nncn2C)cc1
  2.5, 0.7, -9.7, -1.7, 0.3, -17.2, 6.6, 0.6, 12.1
41. CC12CCC(=O)N1C(C(=O)NNC(=O)COc1ccccc1Cl)CS2 (stereo not drawn)
  -8.9, -1.1, -6.0, -1.0, 0.3, -1.4, 1.6, -10.7, 10.0
42. COc1ccc(OCC(=O)N/N=C(/C)Cc2ccccc2)cc1
  8.0, 3.2, 0.7, -5.4, -0.3, 8.0, 6.4, 0.8, -1.6
43. O=C(NCc1ccc2c(c1)OCO2)c1ccc2c(c1)OCO2
  -5.0, 2.1, -6.6, -2.8, 1.8, -11.2, 14.3, -6.9, 0.1
44. CCCCN1CN=C(Nc2nc3ccccc3o2)NC1
  -40.0, -9.0, -8.6, -2.9, 0.1, 6.1, 6.1, -2.0, 10.8
45. O=S1(=O)CC(N2CCC(c3ccccc3)CC2)CN1Cc1ccccc1 (stereo not drawn)
  8.7, ·, ·, -4.4, 2.0, -22.7, 6.5, -0.1, 1.4
46. CCn1c(COc2ccc(Cl)cc2)nnc1SCc1ccc(C#N)cc1
  -8.9, -18.2, -24.0, -4.0, 3.0, 1.9, 12.1, -0.6, 3.0
47. CCN(CC(=O)N1CCCC1)S(=O)(=O)c1ccc(Br)cc1
  -0.7, -9.3, -13.5, -4.3, 0.3, -4.1, 15.0, -5.7, -0.7
48. O=C(O)c1cccc(S(=O)(=O)Nc2ccc(OCc3ccccc3)cc2)c1
  -6.3, -1.9, -5.4, -3.2, 0.3, 12.5, 19.4, -6.0, 2.1
49. N#CNC1=NCN(CCc2ccccc2)CN1
  1.6, -1.8, -6.1, -0.7, -0.3, 22.2, 16.4, -12.1, 63.9*
50. C=CCN=C1N[C@@H](c2ccccc2)C(C(=O)OC)=C(C)N1CCOC
  2.0, -0.9, -9.8, -6.1, -0.3, 8.8, -15.5, 5.0, 2.1
51. CCOC(=O)CC(NC(=O)c1ccco1)c1ccc(OC)cc1 (stereo not drawn)
  -19.3, -10.4, -9.5, -0.8, 0.2, -6.4, 4.0, -3.1, 13.3
52. COc1ccccc1C(=O)NCCC(=O)NCC1CCCCC1
  -7.2, 4.1, -7.1, -3.7, 0.4, -14.7, 3.7, -17.8, 0.1
53. O=C(N/N=C/c1ccc(Br)o1)/C(=C/c1ccc([N+](=O)[O-])cc1)NC(=O)c1ccccc1
  -2.8, -8.8, -9.8, -5.0, -0.1, -23.3, 5.4, -12.1, 4.8
54. COc1cc(OC)cc(C(=O)Nc2ccc3c(c2)CCCN3C(=O)c2cccs2)c1
  -16.6, -8.3, -6.7, -5.2, 1.9, 33.3, 8.4, 5.5, -1.0
55. Cc1cc(O)ccc1N=Cc1c(C(F)(F)F)[nH][nH]c1=O
  -5.8, -3.9, 2.2, -4.7, 0.9, -3.0, 4.0, -10.0, 0.6
56. COc1ccccc1C1C=C(c2ccc(Cl)cc2)Nc2nc(N3C(=O)CCC3=O)nn21 (stereo not drawn)
  -3.2, 5.0, -8.4, -4.5, -0.2, -3.1, 17.0, -0.8, -0.3
